# HTT cytoprotect: cytoprotection in Huntington HTT-Q103 PC12 cell model | PC12 HTT-Q103 induced, cytoprotection, ATP luminescence, 40 h | Potency, µM (titrated, usually from 56.4 µM), inactives show cytoprotection (ATP increase), actives largely listed as activators | hit rate 0.14% among 230,000 | AID 1471;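 further: % of control where 0% means no effect; nearly all actives have a fitted effect of over 45% in size; toxic huntingtin expression switched on by the ecdysone agonist tebufenozide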
#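 ATP quantification (ATPlite) reports survival of PC12 cells in which tebufenozide, 100 nM final, switches on Htt exon 1 with 103 glutamines linked to GFP; compounds are titrated.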
# GAA glycogen mod: alters human alpha-glucosidase cleavage of glycogen; P10253; recombinant GAA, glycogen substrate, Amplex Red glucose oxidase fluorescence; Potency, µM (top dose mostly 76.4 µM), without a hit: at the highest dose activity change, negative = inhibition, actives largely listed as inhibitors; hit rate 0.38% among 300,000;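 further: 0% = full enzyme reaction and -100% = no-enzyme basal signal; the screen sought inhibitors and activators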
#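 Natural-substrate format: glycogen cleavage by 4 nM human enzyme, glucose read by Amplex Red coupling (Ex 573, Em 610 nm). Normalized to enzyme and no-enzyme controls.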
# GAA spleen mod: inhibitors or activators of human alpha-glucosidase in spleen homogenate. P10253. human spleen homogenate, 4-MU-alpha-glucoside fluorescence. Potency, µM (top dose mostly 79.9 µM), inactives show at the highest dose activity change, negative = inhibition, actives largely listed as inhibitors. hit rate 0.006% among 240,000;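 further: 0% = enzyme with vehicle and -100% = no enzyme basal signal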
#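 Compounds were titrated against alpha-glucosidase in spleen homogenate at pH 5.0, with 1 mM 4-methylumbelliferyl substrate for 40 min at 37 C. Reactions were quenched with pH 10 NaOH/glycine and fluorescence measured.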
# Tau FP inhib: inhibitors of human tau fibril formation; K18 P301L tau heparin fibrillization, Alexa594 FP, 6 h; hit rate 0.39% among 280,000; Potency, µM (series often up to 57.7 µM), for inactives: top-dose activity, negative = inhibition, most hits filed as inhibitors; further: on the % scale 0 is the no-effect control and ±100 the full control effect; nearly all actives have a fitted effect of over 55% in size
# Target sequence (P10636 561-689 P618L limits assumed): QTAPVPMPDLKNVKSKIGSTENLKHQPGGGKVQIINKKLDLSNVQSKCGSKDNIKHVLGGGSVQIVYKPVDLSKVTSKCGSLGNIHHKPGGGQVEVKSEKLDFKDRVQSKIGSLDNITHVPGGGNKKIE
#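 Human K18 P301L fragment (15 uM unlabeled plus 0.24 uM Alexa 594-labeled) in 100 mM sodium acetate pH 7 with compound, aggregation induced by 20 uM heparin for 6 hr at 37 C. ThT (30 uM) added for 1 hr, then Alexa 594 FP read.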
# Tau ThT inhib: tau fibrillization inhibition (ThT binding); P10636; hit rate 2.1% among 270,000; AID 1460; Potency, µM (doses to about 57.4 µM), inactives show at the top dose activity, negative = inhibition, usual class: inhibitors; recombinant tau K18 P301L, heparin-induced fibrillization, ThT fluorescence; further: on the % scale 0 is the no-effect control and ±100 the full control effect; nearly all actives have a fitted effect of over 55% in size
#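 In this qHTS, human K18 P301L tau is incubated with compound and heparin for 6 hr at 37 C, and Thioflavin T fluorescence then reports fibril load.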
# Tau fluor cs: counter-screen for tau fibril formation inhibitors. Potency, µM (series often up to 57.7 µM), without a hit: top-dose activity change, negative = decrease. tau K18 P301L (four-repeat tau fragment) Alexa594 fluorescence, heparin fibrillization. hit rate 0.93% among 280,000; further: on the % scale 0 is the no-effect control and ±100 the full control effect; nearly all actives have a fitted effect of over 55% in size
#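 Human K18 P301L tau (15 uM unlabeled plus 0.24 uM Alexa 594-labeled, final) in 100 mM sodium acetate pH 7 was mixed with compound and 20 uM heparin and incubated 6 hr at 37 C.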
# GAA inh: alpha-glucosidase (human) inhibition | purified human GAA, 4-MU-alpha-glucoside fluorescence | Potency, µM (titrated, usually from 76.9 µM), for inactives: top-dose activity change, negative = inhibition, hits mostly inhibitors | hit rate 0.005% among 200,000;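 further: plate controls were uninhibited enzyme wells for no effect and no-enzyme background for full effect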
#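 Fluorescence at Ex 365/Em 440 nm from 4-methylumbelliferone reported enzyme activity after 20 min at room temperature. Reactions used 4 nM enzyme and 400 uM substrate at pH 5.0; curves fitted with the Hill equation.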
# aGal spleen mod: inhibitors or activators of human alpha-galactosidase in spleen homogenate; P06280; human spleen homogenate, 4MU-alpha-Gal fluorescence, 40 min; Potency, µM (series often up to 80 µM), for inactives: top-dose activity change, negative = inhibition, actives largely listed as inhibitors; hit rate 0.008% among 240,000;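 further: 0% = enzyme with vehicle and -100% = no enzyme basal signal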
# Target sequence (P06280 32-429 limits assumed): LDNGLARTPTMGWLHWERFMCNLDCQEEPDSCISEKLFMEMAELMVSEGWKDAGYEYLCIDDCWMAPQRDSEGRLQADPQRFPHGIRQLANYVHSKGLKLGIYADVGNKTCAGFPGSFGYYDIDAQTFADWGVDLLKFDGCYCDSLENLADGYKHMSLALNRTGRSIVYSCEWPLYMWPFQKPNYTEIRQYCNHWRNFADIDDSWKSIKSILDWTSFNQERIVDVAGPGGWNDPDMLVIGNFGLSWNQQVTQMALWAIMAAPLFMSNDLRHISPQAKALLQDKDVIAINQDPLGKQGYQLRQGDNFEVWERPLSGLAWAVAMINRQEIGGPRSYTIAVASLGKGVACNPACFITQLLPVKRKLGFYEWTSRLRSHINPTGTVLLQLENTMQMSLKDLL
#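 Spleen homogenate 1 ug + cpd (titration) + 4-MU-alpha-D-galactopyranoside 1 mM; 37C 40 min; 50 mM citrate/phosphate pH 5.0, 0.01% Tween-20; stop pH 10; fluorescence 365/440; AC50 via Hill.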
# The depositor's hits bear a star; ? = inconclusive; / = no result given; [ ] = remark or other dose. The call rests on the fitted dose curve; in most records, active means well fitted curve in the direction sought with a large enough effect; inconclusive means small, poorly fitted or top-dose-only effect, or another doubt; inactive means no such curve, though single readings can be large; an effect the other way counts as inactive or inconclusive. Potency means the concentration at half of the fitted maximal effect.
SMILES,HTT cytoprotect,GAA glycogen mod,GAA spleen mod,Tau FP inhib,Tau ThT inhib,Tau fluor cs,GAA inh,aGal spleen mod
C=CCn1c(N2CCN(c3ccc(OC)cc3)CC2)nc2c1c(=O)n(C)c(=O)n2C,-43.1%,5.7%,-7.5%,14.3%,?,-14.4%,13.9%,-17.0%
CCOc1ccc(CCNC(=O)Cc2nn[nH]n2)cc1OCC,-16.4%,-2.7%,-4.8%,7.6%,10.9%,3.8%,0.2%,2.2%
COc1cc(NCc2ccccc2O)c2ncccc2c1,-5.3%[10 µM],-29.7%,6.5%,7.2%,?,?,/,-13.7%
Cc1c(/C=N/NC(=O)CNc2ccccc2)c2ccccn2c1C(=O)c1ccc(Cl)cc1,27.7%[10 µM],-7.1%,1.1%,?,?,?,-13.4%,1.2%
CN1CCN(C(=O)C(C(=O)c2ccc(F)cc2)n2ccccc2=O)CC1 (stereo unspecified),20.5%,3.7%,-2.0%,-1.5%,-2.3%,-7.4%,1.3%,5.2%
Cc1c(Cl)cnc(NC(=O)COC(=O)c2ccc3c(c2)OCO3)c1Cl,-0.4%[10 µM],3.8%,9.7%,-7.4%,?,-18.4%,1.2%,-3.5%
COc1ccc2c(c1)c1ncn(CCN3CCNCC3)c(=O)c1n2C,16.9%,9.6%,6.9%,-1.2%,-16.9%,-6.4%,?,?
O=C(CNC(=O)c1ccc(Cl)cc1)NCC(F)(F)F,/,1.7%,0.4%,-2.5%,-4.3%,-0.1%,7.5%,3.2%
Cc1ccc(C(=O)Nc2ccc(C)c(S(=O)(=O)N(C)C)c2)s1,-17.0%[10 µM],-7.5%,2.5%,-1.7%,0.1%,-5.6%,-2.1%,-4.7%
CCOC(=O)C1=C(C)NC(c2ccccc2)=C(C(=O)OCc2ccc([N+](=O)[O-])cc2)[C@@H]1C#Cc1ccccc1,-18.0%,/,4.5%,-5.3%,-10.1%,-26.6%,/,3.6%
S=C1NNC2(CC3CC2C2CCCC32)NN1 (stereo unspecified),-7.7%[10 µM],?,11.3%,5.6%,?,-11.3%,3.4%,3.7%
CCn1c(=O)cc(SCC(=O)NCCC2=CCCCC2)c2ccccc21,12.2%[10 µM],16.2%,-2.3%,3.7%,-7.9%,-4.5%,1.6%,-7.3%
Cc1nonc1NC(=O)c1ccccc1Br,-3.8%,14.2%,5.8%,1.2%,3.7%,-1.6%,0.4%,8.3%
COc1cccc(N2CCN(C(=O)c3ccc(=O)oc3)CC2C)c1 (stereo unspecified),-9.5%,5.2%,-8.6%,-3.5%,?,-14.8%,-6.1%[15.4 µM],-6.4%
CN(CCc1ccccn1)C(=O)CCC1CCCN(C(=O)c2ccsc2)C1 (stereo unspecified),11.0%,17.0%,1.5%,3.3%,-4.9%,2.8%,-7.2%,-4.8%
COc1ccc2[nH]c(C(=O)Nc3ccc4c(c3)OCO4)cc2c1,-16.7%[10 µM],9.9%,6.3%,0.4%,/,?,/,10.8%
Cc1cccc(-n2nnnc2SCc2csc(-c3ccccc3)n2)c1,10.9%[10 µM],-8.0%,0.1%,3.7%,5.0%,4.5%,0.1%,4.9%
O=C(Cn1c(-c2cscn2)nc2ccccc21)Nc1cc(F)ccc1F,-8.7%,0.8%,-7.9%,-2.6%,-12.1%,-15.4%,-6.5%,-1.7%
COc1cc(OC)c(C(=O)OCC(=O)Nc2cc(C)on2)cc1OC,-0.4%,-15.3%,-1.7%,?,-7.5%,-8.9%,-1.7%,-7.9%
O=S(=O)(c1ccccc1)c1nc(-c2ccc(Cl)cc2Cl)oc1N1CCCCCC1,/,6.6%[76.3 µM],/,-12.0%,-9.1%,-18.2%,/,/
CC1CCCN(CC(O)COC(c2ccccc2)c2ccccc2)C1 (stereo unspecified),10.7%[10 µM],1.4%,3.9%,-2.6%,-12.7%,-12.8%,-8.1%,2.5%
C/C(=N\OCC(=O)NCC(F)(F)F)c1cc2ccccc2o1,/,-2.9%,1.7%,2.4%,-4.8%,-4.5%,6.2%,-4.5%
CCOC(=O)/C(=C\c1c[nH]c2ccccc12)NC(C)=O,-9.6%[1.9 µM],9.7%,-1.9%,2.2%,5.8%,1.9%,-1.6%,-1.7%
C/C(=N\Nc1nc2ccccc2[nH]1)c1ccc2c(c1)OCO2,-60.9%[inhibitor],?,-7.0%,8.7%,?,?,5.0%,-9.9%
Cc1cc(C)nc(NC(=O)c2ccc(COc3ccccc3Cl)cc2)c1,/,-4.7%,6.6%,-2.3%,?,-22.5%,-8.9%,3.3%
N#CC1=C(N)Oc2n[nH]c(-c3cccs3)c2C1C1C=CCCC1 (stereo unspecified),-5.4%,-6.8%,-0.3%,-15.3%,?,?,-3.5%,1.0%
C/C(=N\NC(=O)CNc1cccc(C(F)(F)F)c1)c1cccc(Br)c1,10.2%[10 µM],-1.6%,6.5%,?,3.6%,-0.4%,7.3%,7.3%
CCOC(=O)C1(Cc2ccc(Cl)cc2)CCN(C(=O)c2cnc(C)cn2)CC1,8.4%[10 µM],5.9%,-7.7%,2.2%,-4.0%,-6.0%,/,-1.5%
CCC(C)(C(=O)NC1CCCC1)N(C(=O)CC1NC(=O)NC1=O)c1ccc(C)cc1 (stereo unspecified),1.2%,3.5%,-0.7%,-5.8%,-9.9%,-5.6%,-11.9%,-1.1%
Cn1c(C(=O)N2CCc3ccccc3C2)cc2oc3ccccc3c21,0.3%[10 µM],-4.2%,1.6%,-1.1%,?,-18.7%,-8.4%,0.8%
CSCCC(NS(=O)(=O)c1ccc(Cl)cc1)C(=O)OCC(=O)c1c(C)[nH]c2ccccc12 (stereo unspecified),/,-11.3%,0.3%,5.9%,-8.0%,-2.9%,-1.0%,5.7%
CN(CC(=O)NCCc1ccccn1)S(=O)(=O)c1ccc(Cl)cc1,/,10.6%,12.8%,5.1%,1.6%,-5.0%,-11.2%,5.1%
Cc1ccc(N=C2CCCCCN2C)c(C#N)c1,-31.3%[10 µM],4.1%,2.0%,-3.1%,-11.9%,-10.6%,-1.6%,-0.5%
Cc1ccc(NC(=O)COC(=O)C2CSC3(C)CCC(=O)N23)cc1S(=O)(=O)N1CCOCC1 (stereo unspecified),-35.9%[inhibitor],6.3%,-10.7%,?,0.1%,-1.0%,9.9%,-0.6%
CCCCCC(O)CCC(=O)NNC1=CC(=O)CC(C)(C)C1 (stereo unspecified),/,?,-2.4%,-8.3%,-5.5%,-8.4%,-3.5%,-7.0%
O=C(NCC(O)COc1ccc([N+](=O)[O-])cc1)c1ccccc1 (stereo unspecified),7.0%[10 µM],6.2%,-0.1%,0.2%,-0.5%,-5.3%,/,9.4%
CC#CCN1c2ccccc2[C@]23C[C@@H](C(=O)OC)N(S(=O)(=O)c4ccc([N+](=O)[O-])cc4)C2=NC(C(=O)OC)=C(C(=O)OC)[C@H]13,5.1%[10 µM],/,1.7%[17.4 µM],0.3%[11.6 µM],-12.9%[11.5 µM],-23.6%[11.6 µM],/,7.8%[17.5 µM]
COc1ccccc1N(CC(=O)Nc1cc(C)cc(C)c1)S(C)(=O)=O,/,10.3%[76.3 µM],/,-7.5%,4.4%,-10.5%,/,/
N#C/C(=C\Nc1ccc2c(c1)OCCO2)C(=O)NCc1ccco1,0.1%[10 µM],-0.5%,7.8%,-2.1%,?,-25.7%,-3.3%[15.4 µM],6.5%
CCSc1nnc(NC(=O)C2(C)Cc3ccccc3C(=O)O2)s1 (stereo unspecified),10.1%,-3.4%,-1.6%,8.9%,0.2%,4.8%,-3.4%,0.8%
CC(C)(C)OC(=O)NCCCC[C@H](NC(=O)c1[nH]cnc1C(=O)N[C@@H](Cc1ccccc1)C(=O)OC(C)(C)C)C(=O)OC(C)(C)C,1.4%[10 µM],-13.8%,-7.1%,-13.3%,-12.7%,-20.8%,/,-0.3%
CC(C)=C1C2CCC1C1C(=O)N(c3nc(-c4ccc(F)cc4)c(C)s3)C(=O)C21 (stereo unspecified),-20.5%,-9.6%,-2.0%,-3.2%,-5.2%,-8.5%,-3.8%,-1.0%
O=C(N/N=C/c1ccccn1)c1ccc(Br)o1,-25.7%,5.6%,-0.4%,-5.3%,-15.6%,-6.3%,-3.1%,4.9%
CCN(CC)CCCNC(=O)c1ccc2c(c1)sc1nc(-c3ccc(C)cc3)cn12,/,-12.1%[76.3 µM],/,4.4%,?,-26.9%,/,/
Cc1ccc(S(=O)(=O)Cc2cn3cccnc3n2)cc1,-9.5%[0.074 µM],8.7%,-1.4%,5.9%,-5.2%,7.0%,7.5%,3.3%

# Structural class, the compounds so far with a nitro group on carbon.
SMILES,HTT cytoprotect,GAA glycogen mod,GAA spleen mod,Tau FP inhib,Tau ThT inhib,Tau fluor cs,GAA inh,aGal spleen mod
CCOC(=O)C1=C(C)NC(c2ccccc2)=C(C(=O)OCc2ccc([N+](=O)[O-])cc2)[C@@H]1C#Cc1ccccc1,-18.0%,/,4.5%,-5.3%,-10.1%,-26.6%,/,3.6%
O=C(NCC(O)COc1ccc([N+](=O)[O-])cc1)c1ccccc1 (stereo unspecified),7.0%[10 µM],6.2%,-0.1%,0.2%,-0.5%,-5.3%,/,9.4%
CC#CCN1c2ccccc2[C@]23C[C@@H](C(=O)OC)N(S(=O)(=O)c4ccc([N+](=O)[O-])cc4)C2=NC(C(=O)OC)=C(C(=O)OC)[C@H]13,5.1%[10 µM],/,1.7%[17.4 µM],0.3%[11.6 µM],-12.9%[11.5 µM],-23.6%[11.6 µM],/,7.8%[17.5 µM]

# Further records:
SMILES,HTT cytoprotect,GAA glycogen mod,GAA spleen mod,Tau FP inhib,Tau ThT inhib,Tau fluor cs,GAA inh,aGal spleen mod
CCOc1ccc(NC(=O)Cn2c(=O)n(CC(=O)NCc3ccccc3Cl)c(=O)c3sccc32)cc1,/,-3.6%[76.3 µM],/,-21.3%,?,20.5%,/,/
Cc1ccc(NC(=O)NCCOCCn2c(=O)oc3ccccc32)cc1C,/,0.3%[76.3 µM],/,-1.5%,-2.3%,-22.2%,/,/
O=C(Oc1ccc2ccc(=O)oc2c1)N1CCOCC1,-18.9%,-8.8%,9.1%,1.1%,-5.0%,-1.9%,9.1%,12.4%
O=S(=O)(c1ccc2ccccc2c1)N1CCCCC1,-1.9%[1.9 µM],-3.4%,-5.9%,-3.5%,-9.7%,-11.6%,-6.7%,3.0%
Cc1csc(NC(=O)c2cc3c(s2)CCCCC3)n1,-126.3%[inhibitor],-5.9%,-1.1%,-5.8%,?,-28.9%,-4.3%,5.3%
